Bioassay records from PubChem.
mABHD4 FP – inhibitors of mouse ABHD4. Q8VD66. purified mABHD4, FP-Rh probe fluorescence polarization. inhibition, % at 8.92 µM. 370,000 tested, 0.54% active;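 active = inhibition exceeding the mean over every tested compound plus 3 SD, cut at about 30% in these data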;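 note: 0% = plate median of compound wells and 100% = S159A mutant with DMSO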
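Doses – 8.92 µM, single dose · Material – wild-type mouse ABHD4 protein · Replication – single well per compound (singlicate) · Measure – percent inhibition of probe binding, normalized to plate controls · Schedule – 45 min compound pre-incubation plus 60 min probe step, 25 °C · Detection – fluorescence polarization with parallel and perpendicular emission, 525/598 nm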
GC-A act – GC-A (human) enzyme activation; 370,000 tested, 0.14% active; HEK293 GC-A cells, cGMP TR-FRET, EC30 ANP; 0% at EC30 ANP, 100% saturating ANP; P16066; activation, % at 10 µM; in the data active = activation above about 40%
HTRA1 inhibitor – blocks human HTRA1 serine peptidase; inhibition, % at 5.96 µM; recombinant HTRA1, FP-rhodamine activity-based probe, fluorescence polarization; AID 504803; 340,000 tested, 0.5% active; in the data active = inhibition above about 36%;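 note: 0% = enzyme with DMSO and 100% = wells lacking enzyme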
Target sequence (Q92743 whole entry, looked up): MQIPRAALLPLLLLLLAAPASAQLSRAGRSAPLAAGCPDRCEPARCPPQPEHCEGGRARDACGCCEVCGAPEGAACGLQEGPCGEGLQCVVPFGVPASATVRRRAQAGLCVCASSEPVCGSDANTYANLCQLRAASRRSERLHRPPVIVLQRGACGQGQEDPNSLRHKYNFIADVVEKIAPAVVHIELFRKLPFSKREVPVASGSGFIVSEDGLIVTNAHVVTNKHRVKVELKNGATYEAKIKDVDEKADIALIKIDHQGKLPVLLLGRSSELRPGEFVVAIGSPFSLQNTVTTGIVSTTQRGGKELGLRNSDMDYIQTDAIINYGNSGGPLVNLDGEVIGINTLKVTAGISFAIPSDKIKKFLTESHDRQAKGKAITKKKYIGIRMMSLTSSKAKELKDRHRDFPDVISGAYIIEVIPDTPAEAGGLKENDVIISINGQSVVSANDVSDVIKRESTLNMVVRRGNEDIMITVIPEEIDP
ARFGAP1 inhibitor – inhibitors of rat ARFGAP1; Q62848; Arfgap1-stimulated ARF1 GTP hydrolysis, GDP FP detection; inhibition, % at 16.5 µM; 360,000 tested, 0.26% active; AID 651572;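 active = inhibition above a per-plate limit, mean inhibition of low control wells plus 3 SD, cut at about 25% in these data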;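 note: 0% = DMSO wells with enzyme and 100% = wells lacking Arfgap1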
Target sequence (Q62848 1-136 limits assumed): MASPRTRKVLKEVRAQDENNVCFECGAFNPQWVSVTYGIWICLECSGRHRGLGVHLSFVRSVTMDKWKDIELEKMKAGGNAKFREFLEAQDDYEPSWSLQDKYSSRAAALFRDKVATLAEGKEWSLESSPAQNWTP
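Assay system: Rat Arfgap1 GAP domain (His6, aa 1-136), purified enzyme | Buffer or medium: HEPES 25 mM pH 7.5, NaCl 150 mM, MgCl2, DTT | Schedule: GTP hydrolysis reaction 2 h at 25 °C | Signal: FP of antibody-bound GDP Alexa 633 tracer, ex 620/em 688 nm | Measure: Percent inhibition of Arfgap1-stimulated GTP hydrolysis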
SMARCA2 activ – increases SMARCA2 function in MMTV reporter cells | activation, % at 9.1 µM | 370,000 tested, 1% active | AID 652017 | MG213 cells, MMTV-luciferase reporter, dexamethasone, overnight; in the data active = activation above about 7.8%;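 note: 0% = vehicle wells and 100% = reference activator wells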
GC-B act – GC-B (human) receptor activation | P20594 | HEK293-GC-B cells, CNP EC30, cGMP TR-FRET; 0% at EC30 CNP, 100% saturating CNP | activation, % at 10 µM | 370,000 tested, 0.11% active | AID 1920062;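 active = activation at 10 µM reaching about 35% in either raw or pattern-adjusted values, limit read from the data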
PG9 binder – PG9 antibody binding by small molecule. 360,000 tested, 0.43% active. inhibition, % at 6.7 µM. TR-FRET gp120-PG9 antibody binding; in the data active = inhibition above about 8.5%
ASAP1 inh – ASAP1 ArfGAP inhibition | ASAP1-stimulated ARF1 GTP hydrolysis, GDP FP detection | Q9ULH1 | 360,000 tested, 0.19% active | inhibition, % at 16.5 µM | AID 624377; in the data active = inhibition above about 25%;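 note: 0% = vehicle with enzyme and substrate and 100% = no enzyme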
Target sequence (Q9ULH1 325-724 limits assumed): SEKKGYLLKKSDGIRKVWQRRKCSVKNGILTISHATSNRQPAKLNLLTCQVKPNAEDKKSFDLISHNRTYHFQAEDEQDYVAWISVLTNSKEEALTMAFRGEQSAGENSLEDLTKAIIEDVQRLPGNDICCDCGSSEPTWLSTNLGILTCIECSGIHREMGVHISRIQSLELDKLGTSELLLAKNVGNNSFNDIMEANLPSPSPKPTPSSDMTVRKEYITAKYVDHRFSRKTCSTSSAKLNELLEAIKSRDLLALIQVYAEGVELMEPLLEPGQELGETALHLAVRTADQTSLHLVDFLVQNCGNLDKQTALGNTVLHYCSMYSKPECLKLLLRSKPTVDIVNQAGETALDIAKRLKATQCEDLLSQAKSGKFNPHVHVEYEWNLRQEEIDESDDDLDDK
rCAG RNA binder – molecules binding r(CAG) RNA repeats; r(CAG) RNA repeat, TO-PRO-1 dye displacement fluorescence; inhibition, % at 3 µM; 370,000 tested, 1.3% active;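 active = inhibition above the plate cutoff, the mean of all test compounds on that plate plus 3 SD, cut at about 35% in these data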;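 note: 0% = DMSO alone and 100% = 100 µM mitoxantrone as full dye displacement; higher means more dye released from RNA so lower well fluorescence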
Rev-erbA mod – modulates human Rev-erb alpha binding to DNA; Rev-erbα–FITC-DNA binding, fluorescence polarization, 90 min; P20393; AID 1259318; 370,000 tested, 0.79% active; activity, % at 10 µM;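 active = activity above about 14%, limit read from the data; passing the limit was not always enough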;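 note: 0% = DMSO wells with 35 nM protein and 100% = DMSO wells with 750 nM protein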
An asterisk follows results filed as active; . = no result given; & = joins results of further samples.

Values in the order: mABHD4 FP | GC-A act | HTRA1 inhibitor | ARFGAP1 inhibitor | SMARCA2 activ | GC-B act | PG9 binder | ASAP1 inh | rCAG RNA binder | Rev-erbA mod
1: O=C(CNC(=O)/C(=C\c1ccc(Br)cc1)NC(=O)c1ccccc1)OCc1ccccc1
  -12 | 1 | -19 | 8 | -5 | -8 | -3.0 | 4 | 4 | 3
2: CCc1nnc(NC(=O)c2oc3ccccc3c2COC(C)C)s1
  0 | -4 | 2 | -5 | -4 | 2 | -1.0 | -12 | 2 | 5
3: CCOC(=O)c1nnn(CC(=O)NC(=O)Nc2ccccc2)c1C(=O)OCC
  3 | -1 | 0 | -3 | -3 | -5 | -0.4 | -6 | 1 | 3
4: CCC1Nc2ncnc(N3CCCCC3)c2N(Cc2ccc(Br)cc2)C1=O (configuration not stated)
  -2 | -6 | 0 | 8 | 1 | -14 | -0.9 | -4 | -4 | -4
5: CN(CCc1cn[nH]c1)Cc1nc(Cc2ccccc2)no1
  3 | 1 | 6 | 2 | 1 | 5 | -1.0 | 3 | 0 | 2
6: Cc1cc(C(=O)CSc2nn3c(=O)c(C(C)(C)C)nnc3s2)c(C)n1C1CC1
  0 | -3 | -2 | 3 | -3 | -6 | 0.9 | -2 | 7 | -5
7: CCCc1oc(C(=O)O)cc1CN1CCCC1
  5 | 1 | 6 | 10 | 4 | -1 | -1.4 | -1 | -2 | 3
8: COc1ccc2[nH]cc(C3N4CC5(C)CN3CC(C)(C4)C5=O)c2c1 (configuration not stated)
  0 | -5 | 1 | 3 | -2 | 2 | 0.4 | 6 | 3 | -2
9: CN(Cc1ccco1)C(=O)C(Cc1ccccc1)NS(=O)(=O)c1ccc2c(c1)CCC(=O)N2 (configuration not stated)
  6 | 0 | 1 | 1 | -1 | -1 | -0.7 | 1 | 2 | -3
10: CCCN1C(=O)C(=O)c2cc(C)ccc21
  7 | -7 | 9 | -4 | -1 | -8 | -0.8 | 1 | 3 | -4
11: COC(=O)c1ccccc1NC(=O)CNC(=O)c1ccc(OC)c(OC)c1
  0 | 1 | 4 | 8 | -1 | -4 | 1.0 | 4 | -3 | -1
12: COc1ccc(Br)cc1S(=O)(=O)N(CC(=O)N1CCN(C)CC1)c1ccccc1
  -3 | -5 | 3 | -3 | 0 | -3 | -1.8 | 5 | -3 | 2
13: CCC(C)n1c(NC(=O)c2ccccc2)c(C#N)c2nc3ccccc3nc21 (configuration not stated)
  -1 | 1 | -28 | 13 | -1 | 11 | 0.8 | 21 | 38* | 0
14: CCOC(=O)c1ccccc1NC(=O)CSc1nc2[nH]ncc2c(=O)[nH]1
  2 | -5 | 0 | -10 | -1 | -1 | -0.6 | 2 | 4 | 2
15: O=C(NCc1ccco1)C1Cc2c(-c3ccccc3Oc3ccccc3)ccnc2O1 (configuration not stated)
  -5 | -11 | . | -11 | -7 | -8 | 1.0 | -7 | 2 | 9
16: CCOc1ccccc1NC(=O)c1ccc(C(=O)Nc2ccccc2OCC)nc1
  3 | 2 | 6 | -9 | -1 | -3 | 0.4 | -2 | 2 | -6
17: CCOc1ccc(N2C(=O)C3CC(C)=C(C)CC3C2=O)c([N+](=O)[O-])c1 (configuration not stated)
  12 | 2 | 0 | 3 | 3 | -1 | -2.9 | -4 | 0 | -4
18: CCC/C(C#Cc1cc(OC)cc(OC)c1)=C1/c2ccccc2C(=O)N1c1ccccc1
  -13 | -2 | -56 | -5 | -1 | -4 | -1.1 | -1 | 5 | -2
19: CCOC(=O)N1CCN(C(=O)CSCc2ccccc2)CC1
  0 | -1 | 5 | 12 | 1 | 4 | -0.9 | 9 | 1 | 2
20: COCC(=O)N(C)C[C@H]1N[C@@](Cc2ccccc2)(C(=O)OC)[C@H]2C(=O)N(Cc3ccccc3)C(=O)[C@@H]12
  -2 | 1 | 5 | 2 | 1 | 9 | 0.1 | 4 | 1 | -3
21: COc1ccc2c(c1OC)C(=O)OC2C1c2c(cc3c(c2OC)OCO3)CCN1C (configuration not stated)
  1&7&-1 | -17&-16&-15 | 3&-6&2 | 11&3&7 | 2&-1&4 | -15&-18&-17 | 1.6&-0.3&1.0 | 0&-4&4 | 1&-6&2 | 4&-4&-1
22: O=C(c1ccc(S(=O)(=O)c2cccc(Cl)c2)c([N+](=O)[O-])c1)N1CCN(c2ccccn2)CC1
  -11 | -12 | -7 | 6 | -7 | -5 | 1.9 | -5 | 7 | 9
23: CCOc1ccc(Nc2cc(Nc3ccccc3OCC)nc(C=C(C#N)C#N)n2)cc1
  4 | 7 | 0 | -1 | -2 | -9 | 0.9 | 8 | -3 | 1
24: Cc1ccc(S(=O)(=O)NCC(=O)OCC(=O)N2CC(=O)Nc3ccccc32)cc1
  7 | 1 | 7 | -10 | 2 | -2 | -1.3 | -14 | 2 | 8
25: CCCN(CC(=O)Nc1ccccc1OC)C(=O)CSC(=S)N1CCCC1
  1 | -4 | -5 | 3 | 0 | 0 | -0.9 | 8 | 0 | 3
26: O=C(CNC(=O)OCc1ccccc1)OC(c1ccccc1)c1ccccc1
  -28 | -2 | -14 | 18 | -4 | -4 | 2.0 | -3 | 1 | -6
27: O=C(CN1C(=O)c2ccccc2S1(=O)=O)NCCc1ccc(F)cc1
  1 | -4 | -3 | -3 | -1 | 1 | 3.2 | -5 | 2 | 4
28: CC(C)C(C(=O)O)N1C(=O)C2C3CCC(C3)C2C1=O (configuration not stated)
  -1 | 4 | 0 | -1 | -4 | 0 | 2.4 | -8 | 1 | -10
29: CCCOc1ccc(NC(=O)C2CC(=O)N/C(=N/N=C(C)/C=C/c3ccc(N(C)C)cc3)S2)cc1 (configuration not stated)
  4 | -3 | 7 | 3 | 9.3* | -7 | -3.1 | 25 | 18 | -4
30: CCOc1ccc(S(=O)(=O)Nc2cc(OC)ccc2OC)cc1
  3 | -10 | -1 | 1 | -3 | -7 | 0.0 | -1 | -3 | -3
31: Cc1ccc(C2CN(C)C3(C(=O)Nc4ccccc43)C23COc2ccccc2C3=O)cc1 (configuration not stated)
  -13 | -15 | -32 | -1 | -4 | -15 | -0.7 | 2 | 5 | -3
32: CC(Oc1ccc(Br)cc1)C(=O)N1CCC(C(N)=O)CC1 (configuration not stated)
  8 | -1 | 5 | 2 | -1 | 0 | -1.2 | 0 | 0 | -3
33: NC(=O)c1ccsc1NC(=O)COC(=O)CNC(=O)c1cccc([N+](=O)[O-])c1
  5 | -3 | 0 | 6 | -2 | -1 | 0.4 | -7 | 4 | -1
34: CC(C)NC(=O)c1ccc(-n2nc(C(F)(F)F)c3c2CCCC3)cc1
  -2 | -1 | 2 | -4 | -3 | 1 | 2.3 | -2 | -2 | -1
35: O=C(O)c1cc(-c2ccc(O)cc2)on1
  -62 | 6 | 2 | 0 | -3 | 10 | -1.1 | 8 | 3 | -2
36: Cc1cccc(-c2ccc(O)cc2CN2CCN(c3ncc(Cc4ccccc4)cn3)CC2)c1
  -4 | -1 | . | 13 | -5 | 7 | 0.3 | 6 | 10 | -4
37: Cc1ccc(-c2ccc(CN3C(C)C(=O)N(Cc4cn(CCC5OCCO5)nn4)CCS3(=O)=O)cc2)cc1 (configuration not stated)
  -11 | 0 | -8 | 8 | -7 | 1 | -1.1 | 5 | 8 | -4
38: C=CCc1c(C)nc(SCCC)[nH]c1=O
  0 | 0 | -5 | -2 | 0 | 3 | -0.4 | -10 | 1 | -1
39: CC(C)COC(=O)N1CCCC1C(=O)O (configuration not stated)
  -15 | 0 | -5 | -1 | 0 | 7 | 0.2 | -6 | -3 | 3
40: CNC(=O)c1[nH]cnc1C(=O)Nc1cccc(Cl)c1
  -3 | -1 | 1 | 12 | 2 | -4 | -1.4 | 16 | 0 | 8
41: COc1ccc(C)cc1NC(=O)c1cc(S(=O)(=O)N2CCC3(CC2)OCCO3)ccc1F
  -9 | -1 | -23 | 5 | -1 | 1 | -1.2 | -2 | 3 | 3
42: CCN(CC(=O)NC(C)C)C(=O)c1ccc(Cl)cc1
  2 | 1 | 2 | 0 | -1 | -8 | -1.0 | -8 | -1 | 0
43: Cc1ccc(N(C)C(=O)N2CCN(c3ccccn3)CC2)cc1
  0 | -7 | 1 | -10 | -1 | -6 | -1.4 | 3 | -3 | 8
44: O=C(NCCC1CCCCN1S(=O)(=O)c1ccccc1)C(=O)NCc1ccccc1 (configuration not stated)
  -1 | 2 | -9 | -2 | -3 | 4 | -0.3 | -8 | -7 | 3
45: CCOC(=O)CSc1nnc(-c2ccc(OC)cc2)n1CC
  -2 | 1 | 2 | 10 | -1 | 5 | 0.0 | -18 | -6 | 2
46: COc1ccc(OC)c(Cc2nnc(CCC(=O)N3CCCCC3c3nccs3)o2)c1 (configuration not stated)
  . | -5 | 4 | . | . | 1 | . | . | . | -2
47: O=C(OCC(=O)N1CCCc2ccccc21)c1cc(S(=O)(=O)N2CCOCC2)ccc1F
  4 | 8 | -2 | -2 | -2 | -1 | 1.1 | -5 | -1 | -12
48: O=C(O)c1ccc(C(=O)c2ccc3c(c2)C(=O)N(CC2CCCO2)C3=O)cc1 (configuration not stated)
  16 | -1 | -1 | -3 | -2 | 5 | -1.1 | 3 | 7 | 4
49: O=C(Nc1ccccc1)C(c1ccccc1)C1CCCC1 (configuration not stated)
  -17 | -6 | -23 | 17 | -2 | -9 | 0.2 | 3 | -2 | 3
50: COc1ccccc1NC(=O)Cc1cccc2ccccc12
  -6 | -2 | -6 | 3 | 0 | -5 | -0.5 | -6 | -2 | 12
51: CNC(=O)COc1ccc(S(=O)(=O)Nc2ccccc2)cc1
  4 | -1 | -3 | -10 | -4 | 2 | -2.4 | 17 | 1 | 3
52: COc1ccc(NS(=O)(=O)c2cccc(C(=O)NNC(=O)CNC(=O)c3ccco3)c2)cc1
  -2 | -2 | -2 | -4 | 0 | 1 | 0.7 | -5 | 8 | -1
53: Cc1ccc(NC(=O)CNc2cccc(C)c2C)c(C)c1
  -6 | -3 | -5 | 6 | 1 | 5 | 0.8 | -1 | 9 | -1
54: COc1ccc(NC2=NC(=S)N(c3ccccc3C)C23CCCCC3)cc1
  -2 | 3 | -14 | 2 | 0 | 2 | -0.7 | -2 | -4 | 2

Four of the compounds above, field by field.
48: O=C(O)c1ccc(C(=O)c2ccc3c(c2)C(=O)N(CC2CCCO2)C3=O)cc1 (configuration not stated)
  mABHD4 FP: 16
  GC-A act: -1
  HTRA1 inhibitor: -1
  ARFGAP1 inhibitor: -3
  SMARCA2 activ: -2
  GC-B act: 5
  PG9 binder: -1.1
  ASAP1 inh: 3
  rCAG RNA binder: 7
  Rev-erbA mod: 4

50: COc1ccccc1NC(=O)Cc1cccc2ccccc12
  mABHD4 FP: -6
  GC-A act: -2
  HTRA1 inhibitor: -6
  ARFGAP1 inhibitor: 3
  SMARCA2 activ: 0
  GC-B act: -5
  PG9 binder: -0.5
  ASAP1 inh: -6
  rCAG RNA binder: -2
  Rev-erbA mod: 12

51: CNC(=O)COc1ccc(S(=O)(=O)Nc2ccccc2)cc1
  mABHD4 FP: 4
  GC-A act: -1
  HTRA1 inhibitor: -3
  ARFGAP1 inhibitor: -10
  SMARCA2 activ: -4
  GC-B act: 2
  PG9 binder: -2.4
  ASAP1 inh: 17
  rCAG RNA binder: 1
  Rev-erbA mod: 3

54: COc1ccc(NC2=NC(=S)N(c3ccccc3C)C23CCCCC3)cc1
  mABHD4 FP: -2
  GC-A act: 3
  HTRA1 inhibitor: -14
  ARFGAP1 inhibitor: 2
  SMARCA2 activ: 0
  GC-B act: 2
  PG9 binder: -0.7
  ASAP1 inh: -2
  rCAG RNA binder: -4
  Rev-erbA mod: 2
